# STAT3 inh: inhibitors of IL-6 induced STAT3 signaling. 190,000 tested, 0.89% active. U3A cells, IL-6 STAT3-luciferase reporter, luminescence; host cell line lacks STAT1. inhibition, % at 5.5 µM;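 active = inhibition above the mean inhibition across all screened compounds plus 3 SD, cut at about 44% in these data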;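 also: 0% = DMSO only wells and 100% = 100 µM nifuroxazide control wells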
# APP transl inh: APP translation inhibition; SH-SY5Y APP 5'UTR-luciferase reporter, luminescence; inhibition, % at 2 µM; 190,000 tested, 0.82% active; AID 1285;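 active = inhibition above a set limit, derived from the sample mean plus 3 SD, cut at about 45% in these data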; also: values of inactives mirror those of a sister screen read the other way
# Diaph inh CS: diaphorase inhibition or chemical oxidation counter-screen | diaphorase resazurin-to-resorufin fluorescence, NADH, 16 min; bacterial (C. kluyveri) enzyme, not human | inhibition, % at 20 µM | 190,000 tested, 0.69% active | AID 1217;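 active = primary screen inhibition at 20 µM above a set limit, cut at about 50% in these data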;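 also: plate controls were DMSO with full reaction for no effect and wells lacking NADH for full effect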
#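 Test system: diaphorase enzyme from Clostridium kluyveri; amount: diaphorase at 0.14 U/mL in enzyme working solution; detection: fluorescence of resorufin formed from resazurin, Ex 544/Em 590 nm; times: reaction incubation of 16 min at room temperature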
# Hsp70 activator: Hsp70 transcriptional activation, primary screen. HeLa Hsp70 promoter luciferase reporter, luminescence; scaled: vehicle 0, proteasome-inhibitor control 100%. activation, % at 10 µM. 200,000 tested, 0.04% active;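 active = activation above the mean across all tested compounds plus 3 SD, cutoff set per campaign, cut at about 5.5% in these data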;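 also: 100% = MG132 at 30 µM as the positive control and 0% = DMSO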
# TLR4-MyD88 BLA: inhibitors of human TLR4-MyD88 binding; AID 861; 200,000 tested, 0.18% active; O00206+Q99836; HeLa CL3-4 TLR4/MyD88 BLA complementation, FRET ratio; inhibition, % at 8.4 µM; in the data active = inhibition above about 25%;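 also: 0% = vehicle and 100% = reference inhibitor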
# Target sequence (O00206 whole entry, looked up): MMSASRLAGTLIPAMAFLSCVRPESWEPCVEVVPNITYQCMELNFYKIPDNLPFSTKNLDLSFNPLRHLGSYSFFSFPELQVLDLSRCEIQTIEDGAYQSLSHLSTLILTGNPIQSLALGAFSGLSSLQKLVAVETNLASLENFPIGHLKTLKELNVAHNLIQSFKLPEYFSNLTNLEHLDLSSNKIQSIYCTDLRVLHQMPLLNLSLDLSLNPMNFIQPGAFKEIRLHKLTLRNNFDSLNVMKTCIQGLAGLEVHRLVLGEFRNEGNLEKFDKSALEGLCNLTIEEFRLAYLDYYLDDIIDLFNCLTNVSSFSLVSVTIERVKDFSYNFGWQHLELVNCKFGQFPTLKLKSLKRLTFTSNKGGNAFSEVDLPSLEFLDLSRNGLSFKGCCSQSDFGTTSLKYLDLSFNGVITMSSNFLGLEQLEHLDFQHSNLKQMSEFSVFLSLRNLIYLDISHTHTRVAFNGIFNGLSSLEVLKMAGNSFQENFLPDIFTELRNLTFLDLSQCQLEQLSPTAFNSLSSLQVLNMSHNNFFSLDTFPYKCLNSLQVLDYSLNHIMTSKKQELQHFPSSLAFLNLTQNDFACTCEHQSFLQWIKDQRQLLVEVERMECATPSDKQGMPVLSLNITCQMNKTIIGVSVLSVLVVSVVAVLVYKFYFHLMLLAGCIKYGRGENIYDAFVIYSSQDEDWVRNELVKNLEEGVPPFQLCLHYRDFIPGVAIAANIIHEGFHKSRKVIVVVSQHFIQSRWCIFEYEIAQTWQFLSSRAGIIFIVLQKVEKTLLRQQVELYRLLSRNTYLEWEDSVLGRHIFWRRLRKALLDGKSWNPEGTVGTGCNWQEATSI
# Target sequence (Q99836 whole entry, looked up): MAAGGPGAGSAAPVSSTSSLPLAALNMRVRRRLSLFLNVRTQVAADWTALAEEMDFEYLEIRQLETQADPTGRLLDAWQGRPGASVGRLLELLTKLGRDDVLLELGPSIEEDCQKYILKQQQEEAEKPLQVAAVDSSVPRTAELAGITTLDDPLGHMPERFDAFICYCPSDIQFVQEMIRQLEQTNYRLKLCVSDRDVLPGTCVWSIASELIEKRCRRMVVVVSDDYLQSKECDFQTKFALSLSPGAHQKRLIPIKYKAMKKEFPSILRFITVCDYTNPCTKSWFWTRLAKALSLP
# STAT1 inh: STAT1 signaling inhibition | NIH 3T3 STAT1-luciferase reporter, IFN-gamma, luminescence | inhibition, % at 5.5 µM | 200,000 tested, 0.35% active;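 active = inhibition above a set limit, the mean inhibition across all tested compounds plus 3 SD, cut at about 34% in these data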;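 also: 0% = IFN-gamma with DMSO and 100% = IFN-gamma with 300 µM nifuroxazide; values of inactives mirror those of a sister screen read the other way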
# G6PDH counter: inhibits Leuconostoc G6PDH, flagging false hits in G6PDH-based assays. 200,000 tested, 0.12% active. AID 1020. Purified L. mesenteroides G6PDH, diaphorase/resazurin coupled fluorescence, 45 min. inhibition, % at 5 µM; in the data active = inhibition above about 50%
# STAT3 activator: increases IL-6 driven STAT3 reporter signal | AID 871 | 190,000 tested, 0.91% active | U3A cells, IL-6 STAT3-luciferase reporter, luminescence; 100% = signal with IL-6 EC80 alone | activation (% of control), % at 5.6 µM;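 active = activation above the screen-wide mean of compound activation plus 3 SD, cut at about 130% in these data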;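 also: 0% = background luminescence of wells with medium and substrate only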
#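 Material: STAT3-luciferase reporter U3A cells; Probe or stimulus: IL-6 (33 ng/mL); Incubation: compound pre-incubation 1 h before IL-6, then 6 h stimulation at 37 °C; Technique: luminescence from STAT3-driven luciferase reporter; Evaluation: % activation versus median of IL-6-stimulated wells; Controls: IL-6-only high control.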
# Diaphorase act: counter-screen for diaphorase-based assays: diaphorase activators and chemical reducers | activation factor at 20 µM | Diaphorase/resazurin coupled assay, resorufin fluorescence, 16 min; active compounds read high; 1 = vehicle wells, 0 = NADH-free wells | 190,000 tested, 0.005% active | AID 1229;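 active = diaphorase activity raised at least twofold by the compound at 20 µM; inactive = activation factor below 2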
#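 Test system: Clostridium kluyveri diaphorase, purified enzyme; input: enzyme 0.07 U/mL final; buffer or medium: 50 mM HEPES pH 7.4 with 4.542 mM MgCl2, 0.005% Tween 20; also added: 0.114 mM NADH and 0.1 mM resazurin, final amounts; schedule: 16 min enzyme reaction, ambient temperature; technique: fluorescence of resorufin, 544 nm excitation, 590 nm emission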
# STAT1 act: activators of IFN-gamma induced STAT1 signaling; NIH 3T3 STAT1-luciferase reporter, luminescence; 100% = IFN-gamma alone, no compound; activation (% of control), % at 5.5 µM; 200,000 tested, 2.6% active; AID 932;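 active = activation above the screen-wide mean activation plus 3 SD, cut at about 130% in these data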;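 also: raw ratio to IFN-gamma control signal so 100% means no change and 0% no light; values of inactives mirror those of a sister screen read the other way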
# The depositor's hits bear a star; / = no result given.
SMILES,STAT3 inh,APP transl inh,Diaph inh CS,Hsp70 activator,TLR4-MyD88 BLA,STAT1 inh,G6PDH counter,STAT3 activator,Diaphorase act,STAT1 act
CCOC(=O)/C(C#N)=C1/SC(CCO)C(=O)N1c1ccccc1 (centres undefined),11,16,15,-0.3,-13,4,9,95,0.8,96
Cc1cc(-c2cccs2)c2c(n1)sc1c(=O)[nH]c(=O)[nH]c12,-20,1,37,-0.2,7,5,-8,119,0.6,96
COc1cc(C(=O)NC(=S)N2CCCCCC2)cc(OC)c1OC,6,4,8,0.1,3,6,5,99,0.9,95
COc1ccc2c(c1)C1C=CCC1C(c1cc3c(cc1Br)OCO3)N2 (centres undefined),-3,4,22,0.2,13,-7,4,112,0.8,106
CCOc1ccc(C(C)NC(=O)C2CCCC2)cc1 (centres undefined),13,-3,4,0.1,5,8,6,91,1,92
CC(C)(C)c1ccc(C(=O)NCc2nnc(SCC(=O)N3CCCc4ccccc43)n2-c2ccccc2)cc1,0,4,6,-0.5,-22,3,-2,102,0.9,97
Cc1ccc(CNC(=O)CN(c2cccc([N+](=O)[O-])c2)S(=O)(=O)c2ccccc2)cc1,-18,-5,23,-0.3,1,5,14,112,0.8,96
CCOC(=O)C1CCCN(C(=O)c2cc3c(C)nc4ccccc4c3o2)C1 (centres undefined),17,-7,19,-0.2,-2,9,-30,89,0.8,92
COc1cccc(OC)c1C(=O)Nc1ccc(NC(=O)c2ccco2)cc1,19,-15,11,-0.3,-4,7,2,88,0.9,94
CCN(CC)c1ccc2c(Nc3ccccc3)c(C=O)c(=O)oc2c1,5,11,/,-0.2,7,-9,4,101,/,108
Cc1ccc(-c2cnc(NC(=O)CCC(=O)N(C)Cc3ccccc3)n2C)cc1,-6,-9,13,0.8,7,-4,-5,106,0.9,103
CC(NC(=O)/C(=C/c1ccc2c(c1)OCO2)NC(=O)c1cccc([N+](=O)[O-])c1)C(=O)O (centres undefined),1,-20,-6,-0.2,10,-5,4,103,1.1,104
CCOC(=O)CN(c1cc([N+](=O)[O-])ccc1OC)S(C)(=O)=O,2,3,-4,0.1,5,-10,10,104,1,107
COCC(C)NC(=O)CCSc1nc(-c2ccc(OC)cc2)cc(C(F)(F)F)n1 (centres undefined),9,-5,3,-0.3,5,8,2,95,1,92
Cc1nc(-c2ccccn2)sc1C(=O)O,8,13,-7,-0.2,-5,-5,-1,97,1.1,104
O=C(C1=C[C@H](C2CC2)C[C@H](OCCCCO)O1)N1CCOCC1,/,-7,19,-0.2,0,4,10,/,0.8,98
O=C(Nc1cccc(NC(=O)c2cccs2)c1)c1cccnc1,-8,-13,19,0.2,-13,-1,5,108,0.8,100
Nc1[nH]c(=S)[nH]c(=O)c1-c1ccccc1,6,1,32,0.2,-15,-1,-9,100,0.7,101
O=C(CCSCCC(=O)NCCN1CCOCC1)NCCN1CCOCC1,1,4,5,-0.1,10,5,-3,101,1,96
C=CCNC(=S)N1CCN(c2ncc3c(=O)c(C(=O)O)cn(CC)c3n2)CC1,3,-11,25,-0.1,-2,4,13,104,0.8,96
Cc1nc(N)sc1-c1csc(Nc2ccccc2)n1,-30,18,28,-0.2,13,-33,-57,128,0.7,116
O=C(CCCc1ccccc1)Nc1nncs1,7,1,-2,-0.2,15,-3,1,97,1,104
COCCNC(=O)c1ccc(N2CCCCC2)c(NS(=O)(=O)c2ccc(C)cc2)c1,10,-7,-2,-0.1,8,3,-13,95,1,98
N#C/C(=C\c1cc2ccccc2nc1N1CCOCC1)C(=O)Nc1ccc(N2CCOCC2)cc1,9,-6,16,-0.4,-1,-1,-4,93,0.8,101
COc1cc(C(=O)Nc2ccc(Cl)c(C(F)(F)F)c2)cc(OC)c1OC,-8,-18,0,-0.1,-1,-2,8,104,1,102
CN(C)CCNC(=S)Nc1cccc(Cl)c1,-4,10,5,-0.3,1,-1,8,103,0.9,101
Cc1ccc2cc(C(c3nnnn3Cc3ccccc3)N3CCc4ccccc43)c(=O)[nH]c2c1C (centres undefined),-17,18,39,-0.3,0,1,16,115,0.6,99
O=C(NCCN1CCOCC1)c1ccc(CSc2nc3ccncc3n2Cc2ccc(F)cc2)cc1,11,-27,-5,0.6,-9,-3,-2,101,1,102
Cc1ccc(C)c(CSc2nnc(-c3ccccn3)n2N)c1,20,13,12,-0.2,1,-6,13,87,0.9,106
CCn1c(C)csc1=NC(=O)c1ccccc1O,4,-41,8,0.0,-4,-23,0,102,0.9,121
CN(CCNC(=O)CCNC(=O)Cn1ccc2ccccc2c1=O)Cc1ccccc1,8,-1,12,0.0,-2,4,-2,98,0.9,96
CCCCCCSC1=C(C#N)C(=O)NC2(CCCCC2)S1,-12,0,21,0.2,-6,-5,3,112,0.8,103
COCCSc1nnc(NS(=O)(=O)Cc2ccccc2)s1,6,-8,10,0.2,19,0,-4,98,0.9,100
O=C(CCSc1ccc(Cl)cc1)N1CCCCCC1,7,-38,4,-0.2,-8,-35,5,103,1,132*
CCOC(=O)C1=C(C)NC(C)=C(C(=O)OCC)C1c1cc(N)ccc1OC(F)F,0,8,12,0.6,1,0,1,102,0.9,100
COc1cc(/C=N/NC(=O)c2ccc(=O)[nH]n2)ccc1O,0,15,0,-0.3,-9,1,-5,103,1,99

# Already shown: entries from further up.
SMILES,STAT3 inh,APP transl inh,Diaph inh CS,Hsp70 activator,TLR4-MyD88 BLA,STAT1 inh,G6PDH counter,STAT3 activator,Diaphorase act,STAT1 act
COCCSc1nnc(NS(=O)(=O)Cc2ccccc2)s1,6,-8,10,0.2,19,0,-4,98,0.9,100
O=C(CCSc1ccc(Cl)cc1)N1CCCCCC1,7,-38,4,-0.2,-8,-35,5,103,1,132*
CCOC(=O)C1=C(C)NC(C)=C(C(=O)OCC)C1c1cc(N)ccc1OC(F)F,0,8,12,0.6,1,0,1,102,0.9,100
COc1cc(/C=N/NC(=O)c2ccc(=O)[nH]n2)ccc1O,0,15,0,-0.3,-9,1,-5,103,1,99

# (list continues)
SMILES,STAT3 inh,APP transl inh,Diaph inh CS,Hsp70 activator,TLR4-MyD88 BLA,STAT1 inh,G6PDH counter,STAT3 activator,Diaphorase act,STAT1 act
CC(C)(C)c1cc(NC(=O)CSc2nnc(NCc3ccccc3)s2)n(-c2ccccc2)n1,-3,-6,7,-0.4,1,5,-8,99,0.9,96
O=C(COc1ccccc1)Nn1c(-c2ccccc2)nc2ccccc2c1=O,2,-2,14,-0.3,-8,-2,9,96,0.9,102
Cc1ccc(C(=O)N2CCOCC2)cc1S(=O)(=O)Nc1cccc(C)c1C,0,-17,7,-0.2,7,2,1,103,0.9,98
C/C(Cc1ccccc1)=N\NC(=O)CNC(=O)c1ccccc1,0,7,13,0.2,-1,1,-2,96,0.9,99
CN(C)S(=O)(=O)c1cc(NC2CC(=O)N(c3ccc(F)cc3)C2=O)ccc1Cl (centres undefined),-3,8,14,-0.2,5,-4,4,103,0.9,104
CC(C)(C)C1CCc2c(sc(NC(=O)c3ccco3)c2C(N)=O)C1 (centres undefined),9,-11,-1,-0.1,0,15,3,92,1,86
Cc1cc(C(=O)CSc2nnc(C3COc4ccccc4O3)n2C)c(C)n1-c1ccc(F)cc1 (centres undefined),2,4,16,0.1,-10,-3,3,102,0.8,102
Cc1cc(=O)n2c(C(=O)Nc3ccc(C)c(C)c3)c(C(=O)Nc3ccccc3)sc2n1,-10,-8,-9,0.1,3,-6,3,109,1.1,105
COc1ccc(S(=O)(=O)N(C)CC(=O)NC2CCCCC2)cc1Cl,1,4,12,-0.3,1,1,0,106,0.9,99
CCOc1ccc(NC(=O)CCn2c(=O)[nH]c3ccsc3c2=O)cc1,4,-4,15,0.2,1,5,4,95,0.8,96
CCc1nn2c(=O)cc(COc3ccc(/C=C4\C(=N)N5N=C(C)SC5=NC4=O)cc3)nc2s1,8,-8,30,-0.4,16,-5,-6,98,0.7,103
Cc1ccccc1SCC(=O)Nc1ccc(N2CCOCC2)cc1,-9,4,17,0.0,-7,-11,8,108,0.8,109
COc1cc(SC)ccc1C(=O)Nc1ccc(C)cc1C,-2,-116,9,0.0,-1,-60,8,104,0.9,153*
N#Cc1cccc(NC(=O)N2CCC(c3nc4c(nnn4Cc4cccc(Cl)c4)c(=O)[nH]3)CC2)c1,10,5,21,-0.2,5,-2,2,94,0.8,102
Cc1ccc(N=C2NC(=O)/C(=C/c3cccs3)S2)cc1C,13,-2,5,-0.4,1,-5,5,90,1,104
CCOC(=O)C1=C(c2ccccc2)N=C2SCC(=O)N2C1c1ccc(OC)c(OC)c1 (centres undefined),6,-6,22,-0.4,4,1,10,98,0.8,99
Fc1ccc(OCc2nc(-c3ccncc3)n[nH]2)cc1,17,5,10,-0.3,-1,5,11,91,0.9,95
CCC(=O)N1CCN(c2ccc(NC(=O)c3cc4ccccc4o3)cc2Cl)CC1,49*,14,23,-0.2,-9,8,-35,61,0.8,92
O=C(OCCCN=C1NS(=O)(=O)c2ccccc21)c1ccc([N+](=O)[O-])cc1,3,-18,7,-0.1,4,7,-2,98,0.9,94
Cc1nc2cc(NC(=O)NCc3ccccc3)ccc2o1,4,-23,0,0.1,11,-13,3,100,1,111
Cc1ccc(-c2nc(P(=O)(c3ccccc3)c3ccccc3)c(N3CCOCC3)o2)cc1,2,11,10,-0.3,9,1,4,102,0.9,99
O=C(CSc1nnc(SCc2ccccc2)s1)N/N=C/C=C/c1ccccc1[N+](=O)[O-],-4,5,8,-0.2,-2,5,-24,102,0.9,96
Cc1onc(-c2ccccc2Cl)c1C(=O)N1CCN(c2nc3ccccc3s2)CC1,16,10,1,-0.2,0,5,4,92,1,96
CCNC(=S)N1CCCCC1CO (centres undefined),2,-19,1,-0.2,6,0,14,103,1,98
O=C(c1ccc(F)cc1)N1C2CCC1CC(O)(c1ccccc1F)C2 (centres undefined),9,-18,15,-0.3,0,2,10,97,0.9,98
CCCCCCCCCCCC(=O)N/N=C/c1ccco1,-10,5,8,-0.4,-1,-7,9,109,0.9,106
COc1ccccc1CC(=O)Nc1ccc(-c2noc(COc3cccc(C)c3C)n2)cc1,11,-9,25,0.0,13,6,-2,95,0.7,95
COc1ccc(NC(=O)CC2C(=O)N(c3ccc(OC)cc3)C(=O)N2CCc2cccs2)cc1 (centres undefined),9,7,23,-0.1,-1,3,0,94,0.8,97
CCc1nc2ccccc2c(C(=O)OCc2nnc(-c3ccccc3)o2)c1C,-4,/,20,-0.4,6,5,8,102,0.8,95
Cc1nn(C)c(C)c1N=Cc1c(O)ccc2ccccc12,-2,3,26,0.0,7,3,22,104,0.7,97
Cc1ccc(CNC(=O)CC2Nc3c4ccccc4nc(=S)n3C2=O)cc1 (centres undefined),-2,-2,49,-0.4,-9,-13,7,103,0.5,111
